KDM5B inh: blocks human KDM5B histone demethylase activity | Potency, µM (highest dose often 57.7 µM), for inactives: at the highest dose activity change, negative = inhibition, hits mostly inhibitors | KDM5B demethylase, FDH-coupled NADH fluorescence (FDH is formaldehyde dehydrogenase) | Q9UGL1 | AID 1347165 | hit rate 2.6% among 220,000; active means well fitted inhibition curve with a large enough effect; inconclusive means small, poorly fitted or top-dose-only effect; inactive means no such curve, though single readings can be large or run the other way; further: 0% is about no effect; nearly all actives have a fitted effect of over 70% in size
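Measured: NADH fluorescence change, 30 min, RT. System: KDM5BΔAP 200 nM final, H3K4me3 peptide, α-KG, Fe(II), ascorbate, NAD⁺ plus FDH, pH 7.5 HEPES. Compounds: titrated, 10 min pre-incubation with enzyme.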
Active calls of the source: *; i = inactive; ? = inconclusive; [ ] = remark or other dose. Potency means the concentration at half of the fitted maximal effect. This is a subset. The share of hits here may be higher or lower than overall.

SMILES	KDM5B inh
Cc1ccc(CSc2ncc(Cl)c(C(=O)NCCc3ccc(S(N)(=O)=O)cc3)n2)cc1	-14.9%
CCN(CC)C(=O)Cn1c(=O)nc(-c2ccccc2F)c2cc(Cl)ccc21	-5.6%
NC(=O)c1nsc(C(=O)N(Cc2ccco2)C(C(=O)NC2CCCC2)c2ccc(O)cc2)c1N (stereo unspecified)	?
COc1cccc(NC(=O)CSc2ncc(-c3ccc(F)cc3)o2)c1	-0.1%
O=C(Cn1nc2c(cc1=O)CCCCC2)NCCc1cccc(F)c1	-5.0%
CN(C1CCOc2ccccc21)S(C)(=O)=O (stereo unspecified)	-13.6%[86.2 µM]
CNc1ncccc1C(=O)N1CC[C@@H](c2ccc3c(c2)OCO3)[C@H](O)C1	28.2µM*
Cc1csc2nc(-c3cccc(NS(C)(=O)=O)c3)cn12	?
COc1ccc(C2C(C#N)=C(SC)NC3=C2C(=O)CC(C)(C)C3)cc1 (stereo unspecified)	-32.9%
Cc1cc2cc(C(=O)O)ccc2o1	9.4%
CC(C)(C)S(=O)CCC(=O)O (stereo unspecified)	15.0%
COCCN1CCCN(C(=O)c2cccc(Cl)c2)c2ccccc21	-19.2%
CC(C)c1nnc(C2CN(C(=O)CCC3CCCCC3)CC23CCOCC3)o1 (stereo unspecified)	23.5%
COc1ccccc1CNC(=O)CN1C(=O)CSc2c1c(C)nn2-c1ccccc1	-3.1%
Cc1ccc2c(CSc3nnnn3C3CC3)cc(=O)oc2c1C	0.0%
Cc1nn(CC(=O)NCC(C)N2CCCC2)c(=O)c2ccccc12 (stereo unspecified)	-2.6%
CCc1cccc(C)c1NC(=O)CCn1nc(C)c2c(C)n(-c3ccccc3)nc2c1=O	-14.9%
COc1ccc(C2(c3ccc(OC)cc3)C=Cc3c(c(OC)cc4ccccc34)O2)cc1	-8.9%
FC(F)(F)c1cccc(-n2nnnc2C2(NC3CCCCC3)CCCC2)c1	-20.1%
CCc1cccc(NC(=O)Cn2c(N(C)Cc3ccccc3)nc(C)cc2=O)c1	25.1µM*
CCOc1ccccc1CNC(=O)CCc1cn(C)c2ccccc12	?
O=C(Nc1ccc(Br)cc1)c1nc2ccccc2nc1N1CCCC1	-2.1%
CC[C@H]1CN(C(=O)C(C)(C)C)CC[C@H]1CC(=O)Nc1ccccc1	-8.5%[86.2 µM]
COc1ccc(OC)c2nc(-c3cccc(C)c3)c(CN3CCCC(O)C3)cc12 (stereo unspecified)	-13.9%
O=C(N1CCCCC1)N1CCN([S+](=O)([O-])c2ccc(Cl)nc2)C(=O)C1	-2.4%[115 µM]

(next part)
SMILES	KDM5B inh
O=c1c2ccccc2c(-c2ccccc2)nn1-c1cc(N2CCNCC2)ccc1[N+](=O)[O-]	12.0%
Cc1nn(C)c(C)c1CCNC(=O)Nc1ccccc1C(F)(F)F	-10.3%
C=CCOc1ccc(C(=O)/C=C2/C(=O)Nc3ccccc32)cc1	2.0%
Cc1cc(=O)n(CC(=O)N2CCN(c3ccccc3F)CC2)c2c1c(C)nn2C	-19.9%
Cn1c(=O)[nH]c(=O)c2c1nc(N1CCCCC1)n2CC(O)c1ccccc1 (stereo unspecified)	-2.4%
CC(=O)Nc1ccc(-c2ccc(=O)n3c2[C@@H]2C[C@@H](CN(C(=O)COc4ccccc4)C2)C3)cc1	?
Cc1ccc(S(=O)(=O)NCCSc2nnnn2-c2ccccc2)cc1	-6.0%
COC(=O)COCC(=O)NC[C@@H]1C=C(C)[C@H](CC(=O)NCc2ccc(F)cc2)C[C@H]1C(C)C	13.0%
Cc1cccc(NC(=O)c2ccc3c(c2)NC(=O)CS3)c1	0.8%
Cc1ccc(NC(=O)CN(Cc2cccs2)CC2CCCO2)cc1 (stereo unspecified)	12.3%
O=C(CSc1nc(-c2ccccc2)c2ccccc2n1)Nc1ccc(F)cc1	-2.8%
CN(C)c1ccc(C(=O)N2CCCC(n3cc(-c4nc(-c5ccccc5)no4)nn3)C2)cc1 (stereo unspecified)	?
Cc1cc(NC(=O)c2cc(-c3ccc(Cl)cc3)on2)n(-c2ccccc2)n1	-21.0%
COc1ccc(C(=O)N2CCC3(CC2)C(=O)Nc2ccccc23)cc1	11.5%[115 µM]
COc1ccc(NC(=O)COCC(=O)N(c2ccccc2)c2ccccc2)cc1	-1.5%
CCOc1cc(/C=C/C(=O)O)ccc1OCc1ccc2ccccc2c1	21.3%
O=C(CSC(=S)N1CCCC1)N1CCN(S(=O)(=O)c2cccc([N+](=O)[O-])c2)CC1	-1.3%
O=C1c2c(nc(COc3cccc(Cl)c3)n2Cc2ccccc2)NCCN1CCOc1ccccc1	?
Cc1cc(Cl)ccc1OCC(=O)OCC(=O)Nc1ccccc1Br	-11.3%
COc1ccc2nc(-c3ccc4c(c3)OCO4)cc(C(=O)NCCN3CCOCC3)c2c1	?
CC1CCCN(c2ncnc3c2CN(c2ccccc2F)C(=O)CN3C)C1 (stereo unspecified)	13.1%
O=C(O)CCCC(=O)N1CCN(c2ccc(Cl)c(Cl)c2)CC1	-9.4%
Cc1ccc2nc([C@H]3CCN(C(=O)c4ccccc4)C3)[nH]c2c1	-2.4%[86.2 µM]
CCc1ccc(CNCc2ccco2)cc1	2.1%
CCOc1ccc(Nc2nc3ccccc3nc2NS(=O)(=O)c2ccc(F)cc2)cc1	-3.0%

The closing 7 records of the part above open the next one.
SMILES	KDM5B inh
Cc1cc(Cl)ccc1OCC(=O)OCC(=O)Nc1ccccc1Br	-11.3%
COc1ccc2nc(-c3ccc4c(c3)OCO4)cc(C(=O)NCCN3CCOCC3)c2c1	?
CC1CCCN(c2ncnc3c2CN(c2ccccc2F)C(=O)CN3C)C1 (stereo unspecified)	13.1%
O=C(O)CCCC(=O)N1CCN(c2ccc(Cl)c(Cl)c2)CC1	-9.4%
Cc1ccc2nc([C@H]3CCN(C(=O)c4ccccc4)C3)[nH]c2c1	-2.4%[86.2 µM]
CCc1ccc(CNCc2ccco2)cc1	2.1%
CCOc1ccc(Nc2nc3ccccc3nc2NS(=O)(=O)c2ccc(F)cc2)cc1	-3.0%
COc1ccc(N(Cc2cc(CN3CCOCC3)cs2)S(=O)(=O)c2cc(C)cc(C)c2)cc1	-0.3%
Cc1ccc(-c2ncc(C(=O)N3CCC[C@H](N)C3)c(=O)[nH]2)cc1	?
Cc1c(OCc2nnc(SC(C)C(=O)Nc3ccc4c(c3)OCO4)n2C)ccc2ccccc12 (stereo unspecified)	-2.8%
O=S1(=O)c2ccc(Br)cc2OC[C@@H](Cc2ccccc2)N1Cc1cn(CC2CCCCC2)nn1	29.4%
Cc1ccccc1-n1nnc(C(=O)NC2CCCCC2)c1N	17.9%
CCN1c2cc(C(=O)N3CCOCC3)ccc2C(=O)N2CCCCCC21 (stereo unspecified)	i
COc1ccc(C(=O)N2CCC(N3C[C@H](O)C[C@H]3C(=O)NC3CCCCC3)CC2)cn1	-14.9%
COc1ccc2c(c1)-c1nc(NC(=O)c3ccccc3F)sc1CC2	?
CCOCCn1c(-n2nc(C)cc2C)nc2c1c(=O)n(CCc1ccccc1)c(=O)n2C	-5.0%
Fc1ccc(-n2c(Cc3ccccc3)nnc2SCc2ccc(Br)cc2)cc1	11.7%
Cc1ccc(C(=O)N2CC(C(=O)NCCc3ccncc3)C3(CCOCC3)C2)cc1C (stereo unspecified)	0.1%
CCCCCCCNC(=O)CCC(=O)NCCCOCCCC	12.4%
Cc1cccc(Cn2cnc3c(oc4ccccc43)c2=O)c1	-6.8%
OCCOc1ccccc1CN1CCCC(N2CCN(c3ccccc3)CC2)C1 (stereo unspecified)	13.1%
NC(=O)N/N=C/c1sc(=O)n(-c2ccccc2)c1Cl	-2.0%
CCc1ccc(/C=C/C(=O)NCc2ccco2)o1	?
CCc1ccc(CNC(=O)c2nn(-c3ccc(C)c(C)c3)nc2CO)cc1	-19.5%
O=[N+]([O-])c1ccc(OCC2CC(c3ccccc3)=NO2)cc1 (stereo unspecified)	21.6%
COc1ccc(CNC(=O)c2nn(C)c3c2CSc2ccccc2-3)cc1	?
OCC1(CO)CCCC12COC(c1ccccc1)OC2 (stereo unspecified)	-14.2%
O=C(O)c1cc(Br)cc(S(=O)(=O)NCc2ccccn2)c1	27.0%
COc1ccccc1C(C)NC(=O)CSC(C)c1ccccc1 (stereo unspecified)	7.0%
Cc1cc(C)cc(NC(=O)C(=O)NCCc2sc(-c3cccc(F)c3)nc2C)c1	-5.6%
Cn1nc(C(=O)N2CCN(c3ccccc3F)CC2)c2c1-c1ccccc1S(=O)(=O)C2	-10.0%
Cc1ccc(-c2nc(-c3cc4cccc(OCc5cccc(C)c5)c4oc3=O)no2)cc1	?

Further results
SMILES	KDM5B inh
O=C(NC(=S)NC1CCCCC1)c1ccccc1[N+](=O)[O-]	-3.7%
COc1cccc(-c2[nH]nc3c2C(c2ccc(O)cc2)C(C#N)=C(N)O3)c1 (stereo unspecified)	?
Cc1ccc(NC(=O)COc2ccc3oc4c(c3c2)CCCC4)c(C)c1	8.5%
Cc1ccc(-c2nc3ccccc3o2)cc1NC(=O)c1cccc2c(Cl)cccc12	-1.9%
Cn1c(=O)c2c(ncn2CCCC(=O)Nc2ccc(I)cc2)n(C)c1=O	-0.2%
Cc1ccc(CCNC(=O)CN(c2ccc(C)cc2)S(=O)(=O)c2c(C)noc2C)cc1	-12.7%
Cc1ccc(C2Cn3cnc(C(=O)N4CCC(C(=O)NCc5ccccc5F)CC4)c3CO2)cc1 (stereo unspecified)	3.1%
O=C(CN1C(=O)COc2ccc(S(=O)(=O)N3CCCCC3)cc21)NCCc1ccc(Cl)cc1	1.4%
CCOC(=O)NC(C(=O)NCCc1ccccc1)C(C)C (stereo unspecified)	7.2%
CSCC(=O)NCc1sccc1C	23.8%
Cc1cccc(-c2nc(Cn3nc(C)c4c(C)onc4c3=O)c(C)o2)c1	?
CN1c2cc(C(=O)N3CCN(c4cccc(Cl)c4)CC3)ccc2C(=O)N2CCCCC21 (stereo unspecified)	?
O=C(CC1Sc2ccc(C(F)(F)F)cc2NC1=O)NOC1CCCCO1 (stereo unspecified)	16.4%
O=S(=O)(Cc1ccccc1F)N1CCCC(Cc2noc(C3CC3)n2)C1 (stereo unspecified)	-18.2%
O=c1c2ccccc2cnn1CCNC1CCC2(CCNCC2)CC1	-22.2%
Nc1ncc(C(=O)N2CCC3(CC2)[C@H](O)C[C@@H]3O)c(C(F)(F)F)n1	?
Cc1ccccc1CCNCc1c(C(=O)O)c(C)n(Cc2c(F)cccc2Cl)c1C	-13.8%
CC1(C)[C@H](Cc2cc(CC3CCCCC3)on2)C[C@@H]1NC(=O)C1CCC1	0.5%[86.2 µM]
COc1ccc(COCC(O)CNC(=O)CC(C)C)cc1 (stereo unspecified)	27.1%
Cn1nccc1C(=O)N1CCC2(CC1)CC(N(Cc1ccc(F)cc1)C1CC1)CCO2 (stereo unspecified)	15.7%
OC(COc1cccc(CN2CCC(c3ncon3)CC2)c1)CN1CCOCC1 (stereo unspecified)	37.1%
COc1cc(NC(=O)c2ncoc2-c2cccs2)cc(OC)c1	?
Cc1ccc(C(=O)N2C[C@@H](F)C[C@H]2C(=O)N2CCc3ccccc3C2)s1	-6.8%
CC(C)NC(=O)c1cc2cc(Br)ccc2oc1=O	-4.4%
COc1cc(CN(C(=O)c2ccccc2)c2ccccn2)cc(OC)c1OC	-8.9%

Later entries
SMILES	KDM5B inh
Cc1cnc(C(=O)NC2C[C@H]3CC[C@@H](C2)N3C(=O)Cc2ccccc2)cn1 (stereo partly specified)	5.6%
CC1=C(C(=O)N2CCN(c3cccc(C(F)(F)F)c3)CC2)C2(CCCCC2)OC1=O	?
COC[C@@H]1CN(C(=O)c2ccc(OC)nc2)C[C@H]1C(N)=O	2.0%
O=C(c1ccccc1)N1CC2(CCCN2CC2CC2)Cc2ccccc21 (stereo unspecified)	-19.7%[149 µM]
C[C@H]1[C@@H]2[C@@H](O)C([C@H](C)C(=O)N(C)Cc3ccccc3)CC[C@@]2(C)CC[C@@H]1NC(=O)c1ccncc1 (stereo partly specified)	-16.5%
COCCCn1c(C(C)Oc2ccc(C(C)(C)C)cc2)n[nH]c1=S (stereo unspecified)	-6.1%
CCOC(=O)CNS(=O)(=O)c1cc(-c2nnc(Nc3cccc(O)c3)c3ccccc23)ccc1C	?
Cn1cccc1CN1CCCC2(CN[S+](=O)([O-])c3ccccc3N2)C1 (stereo unspecified)	-22.5%
Cc1ccc(-c2cc3ncc(C(=O)c4cc([N+](=O)[O-])ccc4O)cn3n2)cc1	-14.1%
CC[N+](CC)(CC#Cc1ccccc1)CC(=O)C(C)(C)C	13.3%
O=C(Nc1ccc(N2CCOCC2)c(Cl)c1)c1cccc2ccccc12	-3.8%
OCC1CCN(CCCOCCc2ccccc2)CC1	11.9%
CN(CC(=O)Nc1ccc(Cl)cc1)Cc1ncc(-c2ccc(F)cc2)o1	-9.1%
COc1cc(/C=C(\C#N)C(=O)c2ccccc2)ccc1OCc1ccccc1	-18.0%
O=C(NC(C1CC1)C1CC1)c1ccc(Cl)cc1	-9.0%
COc1ccc(-c2cc(N3CCN(C(=O)c4ccc(C)cc4C)CC3)n[nH]2)cc1	-10.3%
Fc1ccc(N/N=C/c2ccc(Cl)cc2Cl)c(F)c1	?
CCC(=O)N1CCc2cc(CNC(=O)Nc3cc(OC)c(OC)c(OC)c3)ccc21	2.5%

3 entries from above, ordered by their value in KDM5B inh, low to high.
molecule	KDM5B inh
O=C(NC(C1CC1)C1CC1)c1ccc(Cl)cc1	-9.0%
O=C(Nc1ccc(N2CCOCC2)c(Cl)c1)c1cccc2ccccc12	-3.8%
CCC(=O)N1CCc2cc(CNC(=O)Nc3cc(OC)c(OC)c(OC)c3)ccc21	2.5%
